Source: PubChem (Southern Research Specialized Biocontainment Screening Center)
VEEV TC-83 Vero: inhibitors of VEEV TC-83 cytopathic effect, confirmation, Vero cells (AID 588727); one-dose inhibition, % at 20 µM; IC50 in µM for titrated hits; Vero cells, VEEV TC-83 cytopathic effect inhibition; higher % means a stronger effect; actives 0.13% (n = 350,000); in the data active means a potency from the dose series; inconclusive means inhibition mostly from about 14% at the one dose, without a potency; inactive means the rest, 99 in 100 with inhibition below about 12%; further: strong numbers were not always called active
PhoP GFP inhibition: Inhibition of PhoP regulon, Salmonella typhi GFP reporter cells, confirmation, 4 h (AID 1850) | Salmonella Typhi PhoP-promoter GFP reporter, fluorescence, 4 h; higher % means a stronger effect | one-dose inhibition, % at 50 µM; IC50 in µM for titrated hits | actives 0.33% (n = 310,000); in the data active means a potency from the dose series; inconclusive means inhibition mostly from about 25% at the one dose, without a potency; inactive means the rest, 99 in 100 with inhibition below about 19%;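 further: 0% = induced wells with vehicle and 100% = uninduced wells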
M. tuberculosis HTS: M. tuberculosis growth inhibition, HTS (AID 449762) | M. tuberculosis H37Rv growth inhibition, 7H9 media; higher % means a stronger effect | one-dose inhibition, % at 25 µM; IC50 in µM for titrated hits | actives 0.59% (n = 330,000); in the data active means a potency from the dose series; inconclusive means inhibition above about 70% without an active follow-up result;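 further: bacterial growth assessed after seven days of incubation; strong numbers were not always called active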
tuberculosis growth: growth inhibition of non-replicating M. tuberculosis (AID 488890); Mycobacterium tuberculosis non-replicating, growth inhibition; higher % means a stronger effect; inhibition, % at 25 µM; hits with a dose series show IC50 in µM; actives 0.39% (n = 320,000); in the data active means a potency from the dose series; inconclusive means inhibition mostly from about 82% at the one dose, without a potency; inactive means the rest, 99 in 100 with inhibition below about 76%;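 further: plate controls were DMSO cells for no effect and high antibiotic wells for full effect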
H1N1 NS1A inhibition: NS1A inhibition, H1N1 influenza, cell based functional assay (AID 504329); NS1A functional cell-based assay, percent inhibition; higher % means a stronger effect; one-dose inhibition, % at 12.5 µM; IC50 in µM for titrated hits; actives 0.3% (n = 340,000); in the data active means a potency from the dose series; inconclusive means inhibition above about 27% without an active follow-up result; further: strong numbers were not always called active
VEEV TC-83 Vero 10K pilot screen: recorded beside VEEV TC-83 Vero, whose call it bears; inhibition, %; measured here: 10K pilot screen inhibition
The depositor's hits bear a star; & = joins results of further samples.

How did Cc1c(C(=O)N2CCN(c3ncccn3)CC2)oc2ccc(Cl)cc12 do in these assays?
VEEV TC-83 Vero: 6.0%; M. tuberculosis HTS: -3%; tuberculosis growth: 19%; H1N1 NS1A inhibition: -3%

What do the screens show for `Cc1cc(OC(=O)c2ccccc2C)c([N+](=O)[O-])c(=O)[nH]1`?
VEEV TC-83 Vero: inactive; PhoP GFP inhibition: -9%; M. tuberculosis HTS: -2%; tuberculosis growth: -4%; H1N1 NS1A inhibition: 8%

How did O=C(Nc1ccccc1)C1=C[C@H](C2CCCCC2)C[C@H](OCCCCO)O1 do in these assays?
VEEV TC-83 Vero: 1.5%; PhoP GFP inhibition: -12%; M. tuberculosis HTS: 14%; tuberculosis growth: 8%; H1N1 NS1A inhibition: -10%

What do the screens show for `Cc1ccccc1Oc1nc2c(c(=O)n(C)c(=O)n2C)n1C`?
VEEV TC-83 Vero: 1.6%; PhoP GFP inhibition: 5%; M. tuberculosis HTS: 0%; tuberculosis growth: -14%; H1N1 NS1A inhibition: -8%

How did O=C1CCC(=O)N(c2ccccc2)N1 do in these assays?
VEEV TC-83 Vero: 0.4%; PhoP GFP inhibition: 6%; M. tuberculosis HTS: 11%; tuberculosis growth: -3%; H1N1 NS1A inhibition: -5%

What do the screens show for `Cc1ccccc1NC(=O)CCCC(=O)c1ccccc1`?
VEEV TC-83 Vero: inactive; PhoP GFP inhibition: 9%; M. tuberculosis HTS: 3%; tuberculosis growth: 13%; H1N1 NS1A inhibition: 19%

What do the screens show for `CN1CCN(Cc2nc3ccccc3c(=O)n2CC#N)CC1`?
VEEV TC-83 Vero: inactive; PhoP GFP inhibition: -8%; M. tuberculosis HTS: 3%; tuberculosis growth: 1%; H1N1 NS1A inhibition: 3%

Results for Cc1ccc(C(=O)Nc2ccc(C)c(S(=O)(=O)Nc3ccccc3Cl)c2)s1 ?
VEEV TC-83 Vero: 3.5%; PhoP GFP inhibition: -4%; M. tuberculosis HTS: 9%; tuberculosis growth: 24%; H1N1 NS1A inhibition: 22%; VEEV TC-83 Vero 10K pilot screen: 3.8

How did CCOc1ccc(NC(=O)C(C)Oc2ccccc2C(=O)Nc2cccc(Cl)c2Cl)cc1 (stereo not given) do in these assays?
VEEV TC-83 Vero: 0.6%; PhoP GFP inhibition: -14%; M. tuberculosis HTS: -11%; tuberculosis growth: -7%; H1N1 NS1A inhibition: -1%

How did CCCn1c(SCC(=O)Nc2ccccc2-c2ccccc2)nnc1-c1ccoc1C do in these assays?
VEEV TC-83 Vero: inactive; PhoP GFP inhibition: -7%; M. tuberculosis HTS: 16%; H1N1 NS1A inhibition: 6%

What do the screens show for `CCCCC#Cc1ccc(C(=O)NNC(=O)Nc2cc(Cl)cc(Cl)c2)o1`?
VEEV TC-83 Vero: 2.5%; PhoP GFP inhibition: -14%; M. tuberculosis HTS: 4%; tuberculosis growth: -12%; H1N1 NS1A inhibition: -5%

Results for COc1cc(OC)c(OC)cc1CN1CCN(C(=O)c2cccc3ccccc23)CC1 ?
VEEV TC-83 Vero: inactive; PhoP GFP inhibition: -11%; M. tuberculosis HTS: 2%; tuberculosis growth: -4%; H1N1 NS1A inhibition: 0%

Results for O=C(O)c1cccc(NC(=O)c2ccc3c(c2)C(=O)N(c2cccc([N+](=O)[O-])c2)C3=O)c1 ?
VEEV TC-83 Vero: inactive; PhoP GFP inhibition: -6%; M. tuberculosis HTS: 6%; tuberculosis growth: -5%; H1N1 NS1A inhibition: 6%

Results for Cc1ccc(-c2cc(C(=O)Nc3ccc4c(c3)OCCO4)c3ccccc3n2)cc1 ?
VEEV TC-83 Vero: 8.7%; PhoP GFP inhibition: -39%; M. tuberculosis HTS: 27%; tuberculosis growth: 23%; H1N1 NS1A inhibition: -6%

Results for COc1ccc(/C=C/C(=O)NC2=NCCS2)cc1OC ?
VEEV TC-83 Vero: inactive; PhoP GFP inhibition: -1%; M. tuberculosis HTS: 1%; tuberculosis growth: 5%; H1N1 NS1A inhibition: 4%

Results for CC1CCN(S(=O)(=O)c2ccc(NC(=O)c3ccncc3)cc2)CC1 ?
VEEV TC-83 Vero: inactive; PhoP GFP inhibition: -2%; M. tuberculosis HTS: 0%; tuberculosis growth: 23%; H1N1 NS1A inhibition: -10%

Results for CCC1C(C#N)=C(N)OC2=C1C(=O)CC(C)(C)C2 (stereo not given) ?
VEEV TC-83 Vero: 1.1%; PhoP GFP inhibition: -7%; M. tuberculosis HTS: 3%; tuberculosis growth: 24%; H1N1 NS1A inhibition: 0%

What do the screens show for `CCOC(=O)CSc1nc(C)c(C(=O)OCC)s1`?
VEEV TC-83 Vero: 1.3%; PhoP GFP inhibition: 3%; M. tuberculosis HTS: 3.6µM*; tuberculosis growth: inconclusive; H1N1 NS1A inhibition: -9%

How did Cc1ccc(C)c(Cn2c(=O)n(CCC(=O)NCc3ccco3)c(=O)c3sccc32)c1 do in these assays?
VEEV TC-83 Vero: inactive; PhoP GFP inhibition: -1%&0%; M. tuberculosis HTS: -6%; tuberculosis growth: -5%; H1N1 NS1A inhibition: -8%

What do the screens show for `O=C(NNC(=S)NCc1ccco1)c1cccs1`?
VEEV TC-83 Vero: 1.6%; PhoP GFP inhibition: -6%; M. tuberculosis HTS: 1%; tuberculosis growth: -7%; H1N1 NS1A inhibition: -9%

What do the screens show for `COc1ccc(Cn2c(=O)sc3ccccc32)cc1OC`?
VEEV TC-83 Vero: inactive; PhoP GFP inhibition: -12%; M. tuberculosis HTS: -15%; tuberculosis growth: 17%; H1N1 NS1A inhibition: -2%

What do the screens show for `Cc1sc(NC(=O)CSc2nnc(C(C)C)n2C)c(C#N)c1C`?
VEEV TC-83 Vero: inactive; PhoP GFP inhibition: 4%; M. tuberculosis HTS: 6%; tuberculosis growth: 16%; H1N1 NS1A inhibition: 17%

How did COc1ccc(CNCc2cn(-c3cccc(F)c3)nc2-c2ccc(C)o2)cc1 do in these assays?
VEEV TC-83 Vero: 1.4%; PhoP GFP inhibition: 2%; M. tuberculosis HTS: inconclusive; tuberculosis growth: 79%; H1N1 NS1A inhibition: 20%

What do the screens show for `Cc1cccc(-c2nsc(SCC(=O)N3CCCC3)n2)c1`?
VEEV TC-83 Vero: 3.3%; PhoP GFP inhibition: -1%; M. tuberculosis HTS: inconclusive; tuberculosis growth: inconclusive; H1N1 NS1A inhibition: 9%

How did Cc1ccccc1NC(=S)N1CCN(c2ccccc2C)CC1 do in these assays?
VEEV TC-83 Vero: inactive; PhoP GFP inhibition: -3%; M. tuberculosis HTS: 6%; tuberculosis growth: -11%; H1N1 NS1A inhibition: 3%

How did CC(C)CNC(=O)C(=O)Nc1cc2c3c(c1)C(C)C(=O)N3CCC2 (stereo not given) do in these assays?
VEEV TC-83 Vero: inactive; PhoP GFP inhibition: -7%; M. tuberculosis HTS: 3%; tuberculosis growth: 7%; H1N1 NS1A inhibition: 7%

Results for CCOc1ccccc1NC(=O)CN1CCN(Cc2ccccc2)CC1 ?
VEEV TC-83 Vero: 0.1%; PhoP GFP inhibition: -13%; M. tuberculosis HTS: 0%; tuberculosis growth: 9%; H1N1 NS1A inhibition: -24%

How did CC1(C)Cc2ccccc2-c2nnc(C(F)(F)F)n21 do in these assays?
VEEV TC-83 Vero: 0.3%; PhoP GFP inhibition: -15%; M. tuberculosis HTS: 1%; tuberculosis growth: -22%; H1N1 NS1A inhibition: 1%

What do the screens show for `COCc1c(Br)c(C)nc(OCC(=O)N/N=C/c2ccco2)c1C#N`?
VEEV TC-83 Vero: 0.8%; PhoP GFP inhibition: -8%; M. tuberculosis HTS: -1%; tuberculosis growth: -9%; H1N1 NS1A inhibition: 5%

Results for COC(=O)c1ccc(C(=O)Nc2ccc3nc(-c4ccncc4)[nH]c3c2)cc1 ?
VEEV TC-83 Vero: 4.5%; PhoP GFP inhibition: 9%; M. tuberculosis HTS: 4%; tuberculosis growth: 5%; H1N1 NS1A inhibition: 2%

How did C=CCn1c(-c2cccn(Cc3ccccc3)c2=O)n[nH]c1=S do in these assays?
VEEV TC-83 Vero: inactive; PhoP GFP inhibition: -10%; M. tuberculosis HTS: -6%; tuberculosis growth: 3%; H1N1 NS1A inhibition: 2%

What do the screens show for `Cc1c(OCC(=O)NCCCn2ccnc2)ccc2c3c(c(=O)oc12)CCCC3`?
VEEV TC-83 Vero: 0.4%; PhoP GFP inhibition: 0%; M. tuberculosis HTS: 39%; tuberculosis growth: -3%; H1N1 NS1A inhibition: -7%

What do the screens show for `COc1ccc(NC(=O)c2cccnc2N2CCOCC2)cc1`?
VEEV TC-83 Vero: 1.5%; PhoP GFP inhibition: -11%; M. tuberculosis HTS: 0%; tuberculosis growth: -4%; H1N1 NS1A inhibition: -12%

How did COc1cccc(NC(=O)C2CCN(S(=O)(=O)c3ccc4c(c3)NC(=O)CO4)CC2)c1 do in these assays?
VEEV TC-83 Vero: 2.5%; PhoP GFP inhibition: -11%; M. tuberculosis HTS: 4%; tuberculosis growth: 9%; H1N1 NS1A inhibition: 6%

What do the screens show for `CC(C)c1ccc(C2C(C(=O)c3ccco3)=C(O)C(=O)N2CCN2CCOCC2)cc1` (stereo not given)?
VEEV TC-83 Vero: 0.7%; PhoP GFP inhibition: 3%; M. tuberculosis HTS: 6%; tuberculosis growth: 12%; H1N1 NS1A inhibition: 4%

Results for O=C(NCC1CCCO1)c1cc2n(n1)C(C(F)(F)F)CC(c1ccc(Br)cc1)N2 (stereo not given) ?
VEEV TC-83 Vero: inactive; PhoP GFP inhibition: 9%; M. tuberculosis HTS: -1%; tuberculosis growth: -4%; H1N1 NS1A inhibition: -9%

Results for O=C(N/N=C/c1ccc([N+](=O)[O-])o1)C1CCCC1 ?
VEEV TC-83 Vero: 0.1%; PhoP GFP inhibition: 36µM*; M. tuberculosis HTS: 57%; tuberculosis growth: 21%; H1N1 NS1A inhibition: -2%

How did Cc1cc2ncn(-c3ncnc4scc(-c5ccccc5)c34)c2cc1C do in these assays?
VEEV TC-83 Vero: inactive; PhoP GFP inhibition: -1%; M. tuberculosis HTS: 0%; tuberculosis growth: 28%; H1N1 NS1A inhibition: -3%

Results for COc1ccc(CCN2CC(C(=O)N3CCSCC3)CCC2=O)cc1 (stereo not given) ?
VEEV TC-83 Vero: 1.4%; PhoP GFP inhibition: -5%; M. tuberculosis HTS: -3%; tuberculosis growth: 15%; H1N1 NS1A inhibition: -4%

How did C1CCC2=NCCCN2CC1 do in these assays?
VEEV TC-83 Vero: 4.3%; PhoP GFP inhibition: 5%; M. tuberculosis HTS: -9%; tuberculosis growth: -2%; H1N1 NS1A inhibition: -4%; VEEV TC-83 Vero 10K pilot screen: 0.9

How did COc1ccc(N2CCN(c3ncccn3)CC2)cc1 do in these assays?
VEEV TC-83 Vero: 0.1%; PhoP GFP inhibition: -10%; M. tuberculosis HTS: 3%; tuberculosis growth: 15%; H1N1 NS1A inhibition: 4%

How did Cc1ccc(NC(=O)CN2CCCC2c2cccn2C)cc1C (stereo not given) do in these assays?
VEEV TC-83 Vero: inactive; M. tuberculosis HTS: 3%; tuberculosis growth: 36%; H1N1 NS1A inhibition: -2%

What do the screens show for `CC(C)(C)OC(=O)N1CC(O)CC1C(=O)OCC(=O)c1ccc(-c2ccccc2)cc1` (stereo not given)?
VEEV TC-83 Vero: 1.8%; PhoP GFP inhibition: -5%; M. tuberculosis HTS: 1%; tuberculosis growth: 16%; H1N1 NS1A inhibition: -12%

Results for Cc1ccc(C)c(NC(=O)CSc2nnc(-c3ccccc3)n2N)c1 ?
VEEV TC-83 Vero: 0.5%; PhoP GFP inhibition: -1%; M. tuberculosis HTS: 0%; tuberculosis growth: 15%; H1N1 NS1A inhibition: -3%

How did O=C(Nc1cc(Cl)cc(Cl)c1)Nc1cnccn1 do in these assays?
VEEV TC-83 Vero: inactive; PhoP GFP inhibition: -8%; M. tuberculosis HTS: inconclusive; tuberculosis growth: 13%; H1N1 NS1A inhibition: 6%

3 consecutive entries from above, quoted:
How did C=CCn1c(-c2cccn(Cc3ccccc3)c2=O)n[nH]c1=S do in these assays?
VEEV TC-83 Vero: inactive; PhoP GFP inhibition: -10%; M. tuberculosis HTS: -6%; tuberculosis growth: 3%; H1N1 NS1A inhibition: 2%

What do the screens show for `Cc1c(OCC(=O)NCCCn2ccnc2)ccc2c3c(c(=O)oc12)CCCC3`?
VEEV TC-83 Vero: 0.4%; PhoP GFP inhibition: 0%; M. tuberculosis HTS: 39%; tuberculosis growth: -3%; H1N1 NS1A inhibition: -7%

What do the screens show for `COc1ccc(NC(=O)c2cccnc2N2CCOCC2)cc1`?
VEEV TC-83 Vero: 1.5%; PhoP GFP inhibition: -11%; M. tuberculosis HTS: 0%; tuberculosis growth: -4%; H1N1 NS1A inhibition: -12%
